mcGAS lum = blocks mouse cGAS activity; recombinant cGAS, Kinase-Glo ATP depletion luminescence; inhibition, % at 12.5 µM; hit rate 0.15% among 160,000; AID 1259399;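 further: 0% = negative control wells and 100% = reference inhibitor with no enzyme activity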
hcGAS lum = human cGAS inhibition; inhibition, % at 12.5 µM; recombinant h-cGAS, ATP depletion, Kinase-Glo luminescence; Q8N884; hit rate 0.081% among 290,000;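 further: 0% = vehicle reaction and 100% = reaction without DNA for no activity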
Target sequence (Q8N884 whole entry, looked up): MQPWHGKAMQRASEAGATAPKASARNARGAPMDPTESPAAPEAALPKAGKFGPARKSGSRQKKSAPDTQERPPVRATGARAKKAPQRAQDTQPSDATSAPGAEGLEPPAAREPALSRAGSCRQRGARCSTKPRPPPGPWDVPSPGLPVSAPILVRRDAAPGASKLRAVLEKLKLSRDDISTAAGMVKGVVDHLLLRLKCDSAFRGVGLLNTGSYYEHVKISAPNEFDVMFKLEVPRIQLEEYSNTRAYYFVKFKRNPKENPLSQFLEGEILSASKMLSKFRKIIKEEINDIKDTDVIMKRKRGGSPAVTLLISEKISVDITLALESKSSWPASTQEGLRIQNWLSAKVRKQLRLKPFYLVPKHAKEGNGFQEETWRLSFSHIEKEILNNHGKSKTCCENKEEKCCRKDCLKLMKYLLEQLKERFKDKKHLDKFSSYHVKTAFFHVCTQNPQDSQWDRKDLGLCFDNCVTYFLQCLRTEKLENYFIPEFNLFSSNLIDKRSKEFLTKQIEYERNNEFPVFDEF
NPYLR7 ag = activates Aedes aegypti NPYLR7 receptor | HEK293T NPYLR7/Galpha15, GCaMP6s calcium fluorescence | activation, % at 10 µM | hit rate 0.15% among 270,000 | AID 1259423; in the data active means activation above about 40%;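 further: 0% = vehicle and 100% = reference agonist at the receptor; some compounds past the cut are filed as inactive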
Starred values were filed as active, the others as inactive; x = no result given; & = joins results of further samples. Unless noted, no stated cut-off is given here; in the data, active means inhibition above about 40%; inactive means the rest. The order is random; overall some 0.29% were active at least once.

| SMILES | mcGAS lum | hcGAS lum | NPYLR7 ag |
| --- | --- | --- | --- |
| COc1cccc(CN2C(=O)C3(SCCN3C(=O)c3ccc(F)cc3)c3cc(C)ccc32)c1 (stereo not given) | -6 | -12 | 6 |
| O=C(C1CCC1)N1CCN(C(C(=O)N2CCSCC2)C2CCCC2)CC1 (stereo not given) | -5 | -4 | -2 |
| CCCCC(=O)Nc1c(-c2ccc(C)cc2)nc2ccc(C)cn12 | -6 | -4 | -6 |
| Cc1[nH]cnc1-c1nccn1Cc1scnc1-c1ccccc1 | -16 | -7 | 15 |
| COc1ccc(CNC(=O)C2(c3ccc(F)cc3)CCC2)cn1 | -6 | -4 | -2 |
| CC(C)N(Cc1nnc(-c2ccccc2Cl)o1)C(=O)CCl | x | -6 | -7 |
| N#CCc1ccc(NCc2nc3ccccc3c(=O)n2Cc2ccco2)cc1 | x | -7 | 1 |
| CNC(=O)C1CCN(CC(=O)N2c3ccccc3CCC2C)CC1 (stereo not given) | x | -8 | 4 |
| O=C(NC1CC(=O)N(CCCc2ccccc2)C1)c1cnn2cccnc12 (stereo not given) | x | -5 | -1 |
| O=P1(Nc2ccccc2)C=C(c2ccccc2)OC(c2ccccc2)=C1 | x | -4 | 20 |
| COCCN(Cc1ccc(OC)c(OC)c1)Cc1ccc(C(=O)OC)o1 | x | 4 | -7 |
| Cc1ccc(CSc2nnc(-c3ccc(F)cc3)n2-c2ccccc2)cc1C | -4 | -6 | x |
| CSCc1nc2ccccc2n1CC(=O)NC1CC(=O)N(C2CC2c2ccccc2)C1 (stereo not given) | x | -9 | 1 |
| Cc1cccc2c(CCNC3CCN(Cc4ccccn4)CC3)c[nH]c12 | x | -6 | 14 |
| CC1COc2ccccc2N1CC(=O)NCc1ccc(Cl)cc1 (stereo not given) | x | -4 | 6 |
| O=S(=O)(c1ccccc1)n1cccc1CN1CC[C@H]2CC[C@@H](C1)N2 | 0 | 2 | -2 |
| CCOC(=O)c1ccc(NC(=O)c2ccc(C)c(S(=O)(=O)N3CCOCC3)c2)cc1 | 1 | 2 | 3 |
| COc1cc(C(C)=O)ccc1OCc1cc(C(=O)N(C)CCC2CCCCO2)no1 (stereo not given) | -4 | -4 | 15 |
| CCn1c(CNC(C)C(C)C)nc2cc(S(=O)(=O)N(C)C)ccc21 (stereo not given) | -9 | -5 | 0 |
| O=C(c1ccc(Cl)cc1Cl)N1CCSC1c1ccc(F)cc1F (stereo not given) | -3 | -7 | 13 |
| CCCc1cc2c(=O)c(-c3ccc4c(c3)OCCO4)coc2cc1OC | -6 | -7 | 2 |
| O=C(c1ccc(F)cc1F)N1CCN(c2nccc(-c3ccc(Oc4ccccc4)cc3)n2)CC1 | -7 | -1 | 11 |
| C=CCc1cc(OC)ccc1OCCOCCC(C(=O)OCC)C(=O)OCC | x | -4 | -10 |
| CCCS(CCC)=C(C(N)=O)[N+](=O)[O-] | x | -4 | 1 |
| CCc1cc(=O)n(-c2ccc(F)cc2)[nH]1 | x | -4 | 26 |

6 structures already listed, sorted by SMILES length, highest first:
| SMILES | mcGAS lum | hcGAS lum | NPYLR7 ag |
| --- | --- | --- | --- |
| COc1cccc(CN2C(=O)C3(SCCN3C(=O)c3ccc(F)cc3)c3cc(C)ccc32)c1 (stereo not given) | -6 | -12 | 6 |
| CCn1c(CNC(C)C(C)C)nc2cc(S(=O)(=O)N(C)C)ccc21 (stereo not given) | -9 | -5 | 0 |
| O=P1(Nc2ccccc2)C=C(c2ccccc2)OC(c2ccccc2)=C1 | x | -4 | 20 |
| CNC(=O)C1CCN(CC(=O)N2c3ccccc3CCC2C)CC1 (stereo not given) | x | -8 | 4 |
| CC(C)N(Cc1nnc(-c2ccccc2Cl)o1)C(=O)CCl | x | -6 | -7 |
| CCCS(CCC)=C(C(N)=O)[N+](=O)[O-] | x | -4 | 1 |

Next compounds:
| SMILES | mcGAS lum | hcGAS lum | NPYLR7 ag |
| --- | --- | --- | --- |
| OCCNc1cc(N2CCN(Cc3cccc4nsnc34)CC2)ncn1 | -6 | -2 | -5 |
| CC(=O)N1CCCN(C(=S)Nc2c(C(C)C)cccc2C(C)C)CC1 | x | -9 | 11 |
| CC1=C(C(=O)OC(C)C)C(c2ccccc2C(F)(F)F)C2=C(CCCC2=O)N1 (stereo not given) | x | -5 | 0 |
| CCS(=O)(=O)c1ccc(CC(=O)Nc2ccc([N+](=O)[O-])cc2OC)cc1 | x | -4 | 6 |
| Cc1cn2c3c(=O)n(CCN4CCCCC4)c(=O)n(C)c3nc2n1C(C)c1ccccc1 (stereo not given) | x | 2 | 1 |
| CCn1cc(CNC(=O)CC2C(=O)NCCN2Cc2ccc(-c3ccccc3)cc2)cn1 (stereo not given) | -9 | -8 | 20 |
| CCOc1ccccc1CNC(=O)c1cnc2c(-c3c(F)cccc3Cl)cnn2c1C | 2 | 4 | 0 |
| O=C(CCC1CCN(C(=O)c2csnn2)CC1)NC1CCN(Cc2ccccc2)C1 (stereo not given) | -9 | -6 | 5 |
| C=CCn1c(CSc2nc3ccccc3s2)nnc1SCC(=O)NCCCO | -2 | -2 | -4 |
| CCOC(=O)CCC(=O)N1CCN(c2c(Cc3ccccc3)c(C)nc3ncnn23)CC1 | -5 | -1 | 21 |
| Cc1cc(C)c2c3c(sc2n1)C1(CCSCC1)C(C#N)C(=N)O3 (stereo not given) | x | -1 | -6 |
| COCCOC(=O)C1=C(C)NC2=C(C(=O)CC(c3ccccc3)C2)C1c1ccc(F)cc1 (stereo not given) | -4 | -2 | -2 |
| COc1cc(N2CC(C(=O)Oc3ccccc3-n3ccnc3)CC2=O)cc(OC)c1OC (stereo not given) | x | -4 | 14 |
| O=C(Nc1cccc(-c2cccc(-c3ccc4c(c3)OCCO4)n2)c1)c1cncc(Br)c1 | -6 | -5 | 35 |
| COc1cccc(OCc2ccccc2)c1C(=O)NCCNc1cccc2ccccc12 | x | -3 | -7 |
| Cn1c[n+](/N=C\c2ccco2)cn1 | -6 | -8 | 15 |
| O=C(CN(CC(=O)Nc1ccc(F)c(F)c1)Cc1ccc2c(c1)OCO2)Nc1ccc(F)c(F)c1 | 3 | -1 | -8 |
| COc1ccc(CCNC(=O)c2ccccc2N2CCC(NC(=O)c3cccc(F)c3)CC2)cc1OC | -4 | 1 | -1 |
| CN(Cc1cnn(C)c1)C(=O)C(NC(=O)c1ccccc1)c1ccccc1 (stereo not given) | x | -6 | 7 |
| C=CCCN(Cc1ccccc1)[C@H]1[C@H](O)C[C@@H]2C[C@H](COC)OC[C@]21O | -4 | -8 | 10 |
| CCc1nc2c(OCc3ccc(Cl)cc3Cl)cccn2c1N(C)C(=O)c1cccs1 | -2 | -3 | 9 |
| Cc1oc(C(C)C)cc1C(=O)N1CCC2(CN(C)C(=O)O2)C1 (stereo not given) | x | -6 | 9 |
| O=C(NNC(=O)C12CC3CC(CC(Br)(C3)C1)C2)c1ccco1 | -2 | -2 | -5 |
| CCN1CCN(C(=O)c2ccccc2N2CCC(NC(=O)c3ccco3)CC2)CC1 | x | -5 | 1 |
| O=C(C1CC1c1cccc(F)c1F)N(CCCO)Cc1ccncc1 (stereo not given) | x | 0 | -5 |

Pulled by structure from above, three records:
| SMILES | mcGAS lum | hcGAS lum | NPYLR7 ag |
| --- | --- | --- | --- |
| Cc1cc(C)c2c3c(sc2n1)C1(CCSCC1)C(C#N)C(=N)O3 (stereo not given) | x | -1 | -6 |
| CCc1nc2c(OCc3ccc(Cl)cc3Cl)cccn2c1N(C)C(=O)c1cccs1 | -2 | -3 | 9 |
| CN(Cc1cnn(C)c1)C(=O)C(NC(=O)c1ccccc1)c1ccccc1 (stereo not given) | x | -6 | 7 |

Following part.
| SMILES | mcGAS lum | hcGAS lum | NPYLR7 ag |
| --- | --- | --- | --- |
| Cc1cc(C)c2c(c1)C(=NN=c1sc3ccccc3n1C)C(=O)N2 | x | -4 | 5 |
| CC(C)c1cc(C2CCN(C(=O)CC3(C)C(=O)N=C4C=CC=CN43)CC2)[nH]n1 (stereo not given) | x | -4 | 8 |
| O=C(c1ncoc1C1CC1)N1CCC(c2n[nH]c(=O)n2-c2ccccc2)CC1 | x | 1 | 3 |
| COc1ccc(-c2nc(OC)nn2-c2cccc(NC(=O)Nc3ccc(F)cc3F)c2)cc1 | -1 | -1 | x |
| CN(C(=O)CC12CC3CC(CC(O)(C3)C1)C2)c1ccccc1 | x | 0 | -2 |
| O=C(CN1C(=O)c2ccccc2C1=O)Nc1ccc(F)cc1Cl | -4 | -5 | -6 |
| COc1cc(OC)cc(C(=O)NCC2Cc3cc(Oc4ccccc4)ccc3O2)c1 (stereo not given) | -7 | -4 | 5 |
| COC(=O)c1ccc(CN(Cc2cc(OC)cc(OC)c2)C(C)C)o1 | x | -8 | -3 |
| O=S(=O)(Oc1cc(Cl)ccc1Cl)c1ccc(F)cc1 | -4 | -2 | -1 |
| O=C(O)CCN1C(=O)/C(=C2/C(=O)N(CC(=O)O)c3ccccc32)SC1=S | x | -3 | 0 |
| Clc1cccc(Oc2cc(N3CCCC3)ncn2)c1 | -2 | -2 | 3 |
| COCCCNc1nc2nonc2nc1N1CCCN(C2CCCCC2)CC1 | -2 | -11&1 | 13&-4 |
| Cc1cccc(C(C(=O)NCc2nnc3n2CCCCC3)N(C)C)c1 (stereo not given) | x | -6 | 5 |
| OC1CN(c2cc(C(F)(F)F)nc(-c3cccnc3)n2)C1 | x | -7 | -3 |
| C=CCSc1nnc2c(n1)OC(C)(C)Nc1ccc(Br)cc1-2 | -1 | -4 | 3 |
| C/C(=N\NC(=O)c1cc(C2CC2)[nH]n1)c1ccccc1 | -9 | -11 | 5 |
| CCC(=O)Nc1ccc(C)cc1-c1c(Cl)cccc1OC | -18 | -5 | 7 |
| C(=C\c1ccccc1)/CN1CCN(Cc2nc(Cc3ccccc3)no2)CC1 | -9 | -5 | 14 |
| O=C(O)CC12CSc3[nH]c(=O)sc3C1c1ccccc1OC2=O (stereo not given) | x | -5 | -2 |
| COc1ccc(NC(=O)N2CCC(C)CC2)c(C(F)(F)F)c1 | x | -6 | 1 |
| CCOc1ccc(C(=O)CSc2nccn(-c3ccc(C)cc3)c2=O)cc1 | -4 | -2 | 1 |
| C=CCn1c(SCCCCC)nc2c1c(=O)n(C)c(=O)n2C | -6 | -8 | x |
| CC(C)c1nc(CN(C)Cc2cncn2C)no1 | -12 | -7 | 9 |
| Cc1ccc(NC(=O)NCCS(C)=O)cc1C(F)(F)F (stereo not given) | x | -7 | 4 |
| CS(=O)(=O)CCNCc1ccccc1OCc1cccnc1 | x | -14 | 2 |

COc1ccccc1-c1c(C)nn2c(N3CCN(C4CCCCC4)CC3)cc(C)nc12
  mcGAS lum: -5	hcGAS lum: -5	NPYLR7 ag: 3
CC(NC(=O)C(C)(C)C)C(=O)N(C)Cc1ccc(Br)s1 (stereo not given)
  mcGAS lum: x	hcGAS lum: -6	NPYLR7 ag: -2
CNC(=O)CN(C)S(=O)(=O)c1c(C)c(Cl)cc(C)c1Cl
  mcGAS lum: x	hcGAS lum: -9&4	NPYLR7 ag: 0&-1
COc1ccccc1C1NC(=O)N(C)C2=C1C(=O)N(C(C)C(=O)NC1CCCCC1)C2 (stereo not given)
  mcGAS lum: -4	hcGAS lum: -7	NPYLR7 ag: -1
COCCN(c1ccncc1)S(=O)(=O)c1cc(C)c(F)cc1F
  mcGAS lum: x	hcGAS lum: 6	NPYLR7 ag: -6
COCCCN(Cc1csc(COc2ccccc2)n1)C(=O)c1cccs1
  mcGAS lum: -3	hcGAS lum: 0	NPYLR7 ag: 14
CN1CCn2nc(C(=O)NCCSc3cn[nH]n3)cc2C1
  mcGAS lum: x	hcGAS lum: -10	NPYLR7 ag: -2
COC(=O)c1ccc(NC(=O)CSc2ccc3nc(-c4ccc(OC)cc4)cn3n2)cc1
  mcGAS lum: x	hcGAS lum: -9	NPYLR7 ag: 2
OCc1ccc(CN2CCC(c3ccccc3Cl)C2)o1 (stereo not given)
  mcGAS lum: -14	hcGAS lum: -4	NPYLR7 ag: 4
CC(=O)N1CCN(C(=O)C[C@@H]2C[C@@H](C(C)C)[C@H](CNC(=O)c3cccnc3)C=C2C)CC1
  mcGAS lum: -3	hcGAS lum: 1	NPYLR7 ag: -16
C=C(C)C(O)(C(=C)C)c1ccc(CN(Cc2ccccc2C)C2CC2)o1
  mcGAS lum: -5	hcGAS lum: -7	NPYLR7 ag: 0
CCCc1nc(C)c(C(=O)NCCN(CC)CC)s1
  mcGAS lum: x	hcGAS lum: -7	NPYLR7 ag: 5

Among those listed so far, these have a COOH group.
O=C(O)CCN1C(=O)/C(=C2/C(=O)N(CC(=O)O)c3ccccc32)SC1=S
  mcGAS lum: x	hcGAS lum: -3	NPYLR7 ag: 0
O=C(O)CC12CSc3[nH]c(=O)sc3C1c1ccccc1OC2=O (stereo not given)
  mcGAS lum: x	hcGAS lum: -5	NPYLR7 ag: -2

Entries of single compounds, looked up by structure. Order of screens: mcGAS lum, hcGAS lum, NPYLR7 ag
CC(NC(=O)C(C)(C)C)C(=O)N(C)Cc1ccc(Br)s1 (stereo not given) is listed with x, -6, -2
OCc1ccc(CN2CCC(c3ccccc3Cl)C2)o1 (stereo not given) is listed with -14, -4, 4
COc1ccccc1C1NC(=O)N(C)C2=C1C(=O)N(C(C)C(=O)NC1CCCCC1)C2 (stereo not given) is listed with -4, -7, -1

Screening results as filed in PubChem.
